Assay outcomes from PubChem BioAssay.
Pf growth 96h – Primary qHTS for delayed death inhibitors of the malarial parasite plastid, 96 hour incubation | P. falciparum luciferase reporter growth, 96 h | Potency, µM (doses to about 28.7 µM), without a hit: top-dose activity change, negative = inhibition, actives largely listed as inhibitors | 320,000 compounds, 6.9% hits | AID 504834, 2011; also: potency is read from the fitted curve at half-maximal effect; % is scaled to controls: 0 for no effect and ±100 for the full control effect
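P. falciparum expressing integrated firefly luciferase grown in erythrocytes (2% hematocrit, 0.05% parasitemia final) with compounds for 96 hours at 37 C, 5% CO2. Growth inhibition read as loss of luminescence after adding luciferase detection reagent.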
Pf growth 48h – Primary qHTS for delayed death inhibitors of the malarial parasite plastid, 48 hour incubation; P. falciparum luciferase growth in erythrocytes, 48 h; Potency, µM (titrated, usually from 28.7 µM), for the others: at the top dose activity change, negative = inhibition, most hits filed as inhibitors; 310,000 compounds, 5.9% hits; also: potency is read from the fitted curve at half-maximal effect; % is scaled to controls: 0 for no effect and ±100 for the full control effect
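Cell-based growth assay: transgenic P. falciparum expressing firefly luciferase, cultured in red cells within RPMI 1640 containing 0.5% w/v Albumax, 24 mM bicarbonate and gentamycin. A drop in luciferase activity indicates inhibition.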
AMA1-RON2 inh – qHTS for Inhibitors of AMA1-RON; Towards Development of Antimalarial Drug Lead: Primary Screen; Plasmodium falciparum AMA1 (3D7) - RON2 peptide interaction; AlphaScreen AMA1-biotinylated RON2 peptide binding; Potency, µM (highest dose often 58.2 µM), for the others: at the highest dose activity change, negative = inhibition, most hits filed as inhibitors; 360,000 compounds, 0.2% hits; AID 720542, 2013;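 also: potency is read from the fitted curve at half-maximal effect; 0% = vehicle wells and -100% = peptide control; nearly all actives have a fitted effect of over 45% in size; some results filed as inactive show a strong effect at the top dose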
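AMA1 (3D7) with his tag at 25 nM final met compounds first, then biotinylated RON2 peptide at 25 nM; detection used donor plus acceptor beads, 10 µg/mL apiece, read by AlphaScreen after 30 min at room temperature.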
Tb PYK inh – qHTS of Trypanosoma Brucei Inhibitors | TbPYK enzyme, Kinase-Glo Plus ATP luminescence, 45 min | Potency, µM (top dose mostly 76.8 µM), without a hit: top-dose activity, negative = inhibition, most hits filed as inhibitors | pyruvate kinase (Trypanosoma brucei), Q57TT1 | 410,000 compounds, 0.12% hits; also: potency is read from the fitted curve at half-maximal effect; % is scaled to controls: 0 for no effect and ±100 for the full control effect; nearly all actives have a fitted effect of over 50% in size
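In this concentration-response screen, enzyme-free wells defined baseline while DMSO plates tracked drift. Each reaction combined TbPYK, substrate, compound and 130 uM ADP for 45 min at room temperature. Kinase-Glo Plus luminescence gave the signal.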
CHX counter – Cycloheximide Counterscreen for Small Molecule Inhibitors of Shiga Toxin; cell reporter, cycloheximide protein synthesis inhibition counterscreen; max response, %; 300,000 compounds, 12% hits; in the data active = max response mostly above about 13%, no sharp cut-off; inactive = mostly below about 14%; also: read at 38.3 µM for the half of the compounds with a filed dose; 0% is about no effect
LmPK inh – qHTS Assay for Inhibitors of Leishmania Mexicana Pyruvate Kinase (LmPK) | 290,000 compounds, 0.37% hits | AID 1721, 2009 | purified LmPK, Kinase-Glo ATP luminescence, 1 h | Potency, µM (series often up to 57.5 µM), for the others: at the highest dose activity change, negative = inhibition, hits mostly inhibitors | Q27686; also: potency is read from the fitted curve at half-maximal effect; % is scaled to controls: 0 for no effect and ±100 for the full control effect
Target sequence (Q27686 whole entry, looked up): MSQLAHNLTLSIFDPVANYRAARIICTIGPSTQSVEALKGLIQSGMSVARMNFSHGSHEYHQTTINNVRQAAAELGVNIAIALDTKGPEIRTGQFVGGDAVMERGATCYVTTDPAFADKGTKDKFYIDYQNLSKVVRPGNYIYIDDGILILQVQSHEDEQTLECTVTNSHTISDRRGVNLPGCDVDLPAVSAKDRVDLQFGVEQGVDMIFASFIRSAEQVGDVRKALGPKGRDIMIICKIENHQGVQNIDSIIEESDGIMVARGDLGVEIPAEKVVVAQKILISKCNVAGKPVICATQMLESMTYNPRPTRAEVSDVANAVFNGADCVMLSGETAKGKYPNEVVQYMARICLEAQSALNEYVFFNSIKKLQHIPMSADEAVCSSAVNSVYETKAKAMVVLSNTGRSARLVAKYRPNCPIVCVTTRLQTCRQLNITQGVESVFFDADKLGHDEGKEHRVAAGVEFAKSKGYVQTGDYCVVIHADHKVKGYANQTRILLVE
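0.1 nM LmPK, 0.5 mM PEP, 0.1 mM ADP; 50 mM imidazole pH 7.2, 7 mM MgCl2, 50 mM KCl; 1 h RT. Kinase-Glo luminescence readout, normalized to no-enzyme (full inhibition) and uninhibited wells.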
Shiga inhibitor – A qHTS for Small Molecule Inhibitors of Shiga Toxin; inhibition, % at 38.7 µM; AID 2315, 2010; 290,000 compounds, 9.2% hits; Vero cells, Shiga toxin protein synthesis inhibition reporter; in the data active = inhibition mostly above about 28%, no sharp cut-off; inactive = mostly below about 43%; also: 0% is about no effect
The depositor's hits bear a star; [ ] = dose if it differs, or a comment. Unless noted, calls follow the shape of the dose curve; as a rule, active = well fitted curve in the direction sought with a large enough effect; inconclusive = small, poorly fitted or top-dose-only effect, or another doubt; inactive = no such curve, though single readings can be large; an effect the other way counts as inactive or inconclusive.

For CC1CCCCC12NC(=O)N(Cn1nnc3ccccc3c1=O)C2=O (centres undefined) the results were Pf growth 96h inconclusive, Pf growth 48h 4%, AMA1-RON2 inh 7%, Tb PYK inh 0%, CHX counter -5, LmPK inh -5% and Shiga inhibitor -21.
Screening Cc1cc(C)cc(Nc2nc3c([nH]2)c(=O)n(C)c(=O)n3C)c1 returned Pf growth 96h 6%[5.75 µM], Pf growth 48h -23%, AMA1-RON2 inh 12%, Tb PYK inh 4%, CHX counter 5, LmPK inh -3% and Shiga inhibitor 32.
Screening C=CCn1c(Cc2cccs2)nnc1SCC(=O)NC1CC1 returned Pf growth 96h 32%[activator], Pf growth 48h 7%, AMA1-RON2 inh -10%, Tb PYK inh -8%, CHX counter -3, LmPK inh -14% and Shiga inhibitor -32.
Screening O=C(CCl)N1CCN(S(=O)(=O)Cc2ccccc2)CC1 returned Pf growth 96h 13µM*, Pf growth 48h inconclusive, AMA1-RON2 inh 0% and Tb PYK inh 1%.
Screening COc1cc(/C=C2\SC(=S)N(NC(=O)c3ccncc3)C2=O)ccc1O returned Pf growth 96h 26%, Pf growth 48h 42%[activator], AMA1-RON2 inh -8%, Tb PYK inh -20%, CHX counter -2, LmPK inh -10% and Shiga inhibitor -14.
Screening Cn1c(SCCC(=O)O)nnc1-c1ccncc1 returned Pf growth 96h 313%[activator], Pf growth 48h 5%, AMA1-RON2 inh 0%, Tb PYK inh 0%, CHX counter -3, LmPK inh 0% and Shiga inhibitor 10.
`COc1nc(C#N)c(N2CCOCC2)o1` gave Pf growth 96h inconclusive, Pf growth 48h 45%[activator], AMA1-RON2 inh 5%, Tb PYK inh 0%, CHX counter -1, LmPK inh -3% and Shiga inhibitor 25.
CCCCn1nc(CC(=O)O)c2ccccc2c1=O was read as Pf growth 96h 10µM*, Pf growth 48h -3%, AMA1-RON2 inh 14%, Tb PYK inh 4%, CHX counter -7, LmPK inh 0% and Shiga inhibitor -14.
Cc1ccc(OCCNC(=O)c2cc(C3CC3)nc3c2cnn3C(C)C)cc1 was read as Pf growth 96h inconclusive, Pf growth 48h inconclusive, AMA1-RON2 inh -2% and Tb PYK inh 0%.
For CCCCCCOc1ccc(OCC(O)CN2C(=O)NC(C)(C)C2=O)cc1 (centres undefined) the results were Pf growth 96h -19%[5.75 µM], Pf growth 48h 69%[activator], AMA1-RON2 inh 10%, Tb PYK inh 1%, CHX counter 43*, LmPK inh 8% and Shiga inhibitor 175*.
COc1cc(SC)ccc1C(=O)OCc1nc2ccsc2c(=O)[nH]1 was read as Pf growth 96h 14%, Pf growth 48h 17%, AMA1-RON2 inh 4% and Tb PYK inh -5%.
Screening COc1ccc(CC(=O)NNC(=O)c2ccccn2)cc1 returned Pf growth 96h inconclusive, Pf growth 48h inconclusive, AMA1-RON2 inh 78%[activator], Tb PYK inh 3%, CHX counter 12*, LmPK inh -3% and Shiga inhibitor 64.
CCOc1ccc(NC(=O)c2ccc(Cl)c(NC(=O)c3ccco3)c2)cc1 was read as Pf growth 96h inconclusive, Pf growth 48h 10%, AMA1-RON2 inh 7%, Tb PYK inh 0%, CHX counter -1, LmPK inh -5% and Shiga inhibitor -5.
Screening CC(CCC(=O)O)C1CCC2C3C(O)CC4CC(O)CCC4(C)C3CC(O)C12C (centres undefined) returned Pf growth 96h 48%[activator], Pf growth 48h 2%, AMA1-RON2 inh 11%, Tb PYK inh 0%, CHX counter 1, LmPK inh -7% and Shiga inhibitor -5.
For Cn1c(=O)c2c(nc(-n3ccnc3)n2Cc2ccc(Cl)cc2Cl)n(C)c1=O the results were Pf growth 96h inconclusive, Pf growth 48h inconclusive, AMA1-RON2 inh inconclusive, Tb PYK inh -3%, CHX counter -3, LmPK inh -3% and Shiga inhibitor -7.
Screening COc1ccc(S(=O)(=O)N(C)c2ccc(C(=O)N3CCN(C)CC3)cc2)cc1 returned Pf growth 96h inconclusive, Pf growth 48h 19%, AMA1-RON2 inh -18%, Tb PYK inh -8%, CHX counter 4, LmPK inh 1% and Shiga inhibitor -15.
`O=C(COC(=O)CCN1C(=O)/C(=C\C=C\c2ccccc2)SC1=S)Nc1ccc(Br)cc1` gave Pf growth 96h -6%, Pf growth 48h inconclusive, AMA1-RON2 inh -13%, Tb PYK inh -1%, CHX counter 5, LmPK inh 0% and Shiga inhibitor -9.
`COc1ccc(C2C3=C(CC(C)(C)CC3=O)Nc3c2c(=O)[nH]c(=O)n3Cc2ccccc2)cc1OC` (centres undefined) gave Pf growth 96h -27%, Pf growth 48h inconclusive, AMA1-RON2 inh 1%, Tb PYK inh 2%, CHX counter 1, LmPK inh 0% and Shiga inhibitor -7.
Screening O=C(COC(=O)c1cc(S(=O)(=O)N2CCOCC2)c(Cl)cc1Cl)Nc1ncc(C(F)(F)F)cc1Cl returned Pf growth 96h 42%, AMA1-RON2 inh -1%, Tb PYK inh 2%, CHX counter 9, LmPK inh -1% and Shiga inhibitor -19.
COc1ccccc1Nc1nc(N)nc(CN2CCOCC2)n1 was read as Pf growth 96h 9%, AMA1-RON2 inh 30%[activator], Tb PYK inh -5%, CHX counter -2, LmPK inh -2% and Shiga inhibitor 3.
`Cc1cc(C(=O)O)cc(S(=O)(=O)NNC(=O)c2cccs2)c1C` gave Pf growth 96h 15%, Pf growth 48h 8%, AMA1-RON2 inh 1%, Tb PYK inh 9%, CHX counter 1, LmPK inh -1% and Shiga inhibitor -1.
Screening Cc1ccc(S(=O)(=O)N2CCOCC2)cc1NC(=O)CNCc1ccccn1 returned Pf growth 96h -1%, Pf growth 48h -12%, AMA1-RON2 inh 3%, Tb PYK inh 1%, CHX counter -4, LmPK inh 1% and Shiga inhibitor -5.
Screening COc1ccc(CCNCC(=O)Nc2c(C)cc(C)cc2C)cc1OC returned Pf growth 96h 26%, Pf growth 48h 4%, AMA1-RON2 inh 0%, Tb PYK inh 4%, CHX counter -3, LmPK inh -5% and Shiga inhibitor -6.
For CC(C)Nc1nc2cccnc2s1 the results were Pf growth 96h 0%, Pf growth 48h 20%, AMA1-RON2 inh -7%, Tb PYK inh -1%, CHX counter 11, LmPK inh -1% and Shiga inhibitor 30.
CCC(c1nnnn1Cc1ccccc1)N1CCN(c2ccc(OC)cc2)CC1 (centres undefined) was read as Pf growth 96h 8%, Pf growth 48h inconclusive, AMA1-RON2 inh -21%, Tb PYK inh -6%, CHX counter 1, LmPK inh 5% and Shiga inhibitor 8.
COCCN(C(=O)COC(=O)C1=COCCO1)c1c(N)n(Cc2ccccc2)c(=O)[nH]c1=O was read as Pf growth 96h 12%, Pf growth 48h 17%, AMA1-RON2 inh 22%, Tb PYK inh -3%, CHX counter 1, LmPK inh 0% and Shiga inhibitor -9.
Screening NC(=O)c1cccc(S(=O)(=O)N2CC(c3ccccc3)CC2=O)c1 (centres undefined) returned Pf growth 96h inconclusive, AMA1-RON2 inh -3%, Tb PYK inh -16%, CHX counter -2, LmPK inh 0% and Shiga inhibitor -5.
For CCC(C)[C@H](NC(=O)N1CCn2c1nc1ccccc12)C(=O)NCC1CCCO1 (some centres undefined) the results were Pf growth 96h 57%[activator], Pf growth 48h -29%, AMA1-RON2 inh 69%[activator], Tb PYK inh 5%, CHX counter -6, LmPK inh -3% and Shiga inhibitor -10.
For Cc1occc1C(=O)Nc1nn[nH]n1 the results were Pf growth 96h 1%, AMA1-RON2 inh inconclusive, Tb PYK inh -8%, CHX counter -5, LmPK inh -2% and Shiga inhibitor -15.
For Cn1c(C(=O)O)c(CC(=O)N2CCC(Cc3ccccc3)CC2)c2ccccc21 the results were Pf growth 96h inconclusive, Pf growth 48h -13%, AMA1-RON2 inh 15%, Tb PYK inh 2%, CHX counter -6, LmPK inh 1% and Shiga inhibitor -16.
OC(CNC1CCCCCC1)COc1cccc2ccccc12 (centres undefined) was read as Pf growth 96h 2.1µM*, Pf growth 48h 1.7µM*, AMA1-RON2 inh -29%, Tb PYK inh -4%, CHX counter -4, LmPK inh 3% and Shiga inhibitor -9.
COc1ccc(NC(=O)CCNC(=O)N2CC(=O)Nc3ccccc32)c(OC)c1 was read as Pf growth 96h -21%, Pf growth 48h 27%, AMA1-RON2 inh 6%, Tb PYK inh 1%, CHX counter -2, LmPK inh 0% and Shiga inhibitor -3.
`O=C(O)c1ccc2c(c1Sc1ccccc1)C(=O)c1ccccc1C2=O` gave Pf growth 96h 0%, Pf growth 48h inconclusive, CHX counter -2, LmPK inh 0% and Shiga inhibitor -5.
COc1ccc(C(C)C)cc1S(=O)(=O)N1CC(C)OC(C)C1 (centres undefined) was read as Pf growth 96h 70%[activator], Pf growth 48h 0%, AMA1-RON2 inh -7%, Tb PYK inh 0%, CHX counter 1, LmPK inh 3% and Shiga inhibitor 14.
COc1ccc(CC(=O)NCCc2cnc[nH]2)cc1 was read as Pf growth 96h 42%[activator], Pf growth 48h 5%, AMA1-RON2 inh 13%, Tb PYK inh 4%, CHX counter 1, LmPK inh 4% and Shiga inhibitor 1.

Filtered by structure: those above containing a halogen.
Screening O=C(CCl)N1CCN(S(=O)(=O)Cc2ccccc2)CC1 returned Pf growth 96h 13µM*, Pf growth 48h inconclusive, AMA1-RON2 inh 0% and Tb PYK inh 1%.
CCOc1ccc(NC(=O)c2ccc(Cl)c(NC(=O)c3ccco3)c2)cc1 was read as Pf growth 96h inconclusive, Pf growth 48h 10%, AMA1-RON2 inh 7%, Tb PYK inh 0%, CHX counter -1, LmPK inh -5% and Shiga inhibitor -5.
For Cn1c(=O)c2c(nc(-n3ccnc3)n2Cc2ccc(Cl)cc2Cl)n(C)c1=O the results were Pf growth 96h inconclusive, Pf growth 48h inconclusive, AMA1-RON2 inh inconclusive, Tb PYK inh -3%, CHX counter -3, LmPK inh -3% and Shiga inhibitor -7.
`O=C(COC(=O)CCN1C(=O)/C(=C\C=C\c2ccccc2)SC1=S)Nc1ccc(Br)cc1` gave Pf growth 96h -6%, Pf growth 48h inconclusive, AMA1-RON2 inh -13%, Tb PYK inh -1%, CHX counter 5, LmPK inh 0% and Shiga inhibitor -9.
Screening O=C(COC(=O)c1cc(S(=O)(=O)N2CCOCC2)c(Cl)cc1Cl)Nc1ncc(C(F)(F)F)cc1Cl returned Pf growth 96h 42%, AMA1-RON2 inh -1%, Tb PYK inh 2%, CHX counter 9, LmPK inh -1% and Shiga inhibitor -19.
